Cdc42 wt – modulators of GTP binding to wildtype Cdc42, primary screen, biochemical, multiplex bead flow cytometry, Bodipy-GTP; percent activity (GTP binding), % at 10 µM; Cell division control protein 42 homolog (Homo sapiens), P60953; 190,000 tested, 0.2% active; AID 761, 2007; GST-Cdc42 beads; actives lie on both sides;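 active = percent activity GTP binding at least 20 points away from the 100% baseline, either down as inhibitor or up as activator; inconclusive = compound flagged as likely green fluorescent from well-wide comparison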;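 note: median bead fluorescence of bound Bodipy-FL-GTP at 100 nM; 0% = excess unlabeled GTP control and 100% = no compound control; below 100% means less GTP binding so inhibitor and above means activator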
Target sequence (P60953 whole entry, looked up): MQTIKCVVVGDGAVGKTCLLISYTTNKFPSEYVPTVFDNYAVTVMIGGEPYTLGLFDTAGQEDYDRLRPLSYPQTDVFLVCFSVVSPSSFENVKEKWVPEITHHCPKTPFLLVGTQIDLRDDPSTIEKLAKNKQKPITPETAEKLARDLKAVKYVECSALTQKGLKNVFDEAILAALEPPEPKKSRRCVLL
GSH bead fluor – compound fluorescence on glutathione beads, profiling panel, artefact control, biophysical, 488/530 nm, flow cytometry; 190,000 tested, 0.25% active; GSH beads flow cytometry, compound fluorescence 488/530 nm; stronger effect = higher value; fluorescence (KMESF) at 10 µM; in the data active = fluorescence above about 89;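 note: glutathione beads carrying GST-tagged Bcl family fusion proteins plus one bare bead set; values are compound well signal with DMSO vehicle wells as background; inactives centre near 16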
ABCG2 block – ABCG2 efflux pump inhibitors, primary screen, multiplex with ABCB1, IgMXP3 cells, flow cytometry | Broad substrate specificity ATP-binding cassette transporter ABCG2 (Homo sapiens), Q9UNQ0 | JC-1 efflux | inhibition, % at 6.6 µM | 190,000 tested, 0.1% active;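 active = inhibition above 80%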;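 note: 0% = DMSO and 100% = nicardipine control wells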
Target sequence (Q9UNQ0 whole entry, looked up): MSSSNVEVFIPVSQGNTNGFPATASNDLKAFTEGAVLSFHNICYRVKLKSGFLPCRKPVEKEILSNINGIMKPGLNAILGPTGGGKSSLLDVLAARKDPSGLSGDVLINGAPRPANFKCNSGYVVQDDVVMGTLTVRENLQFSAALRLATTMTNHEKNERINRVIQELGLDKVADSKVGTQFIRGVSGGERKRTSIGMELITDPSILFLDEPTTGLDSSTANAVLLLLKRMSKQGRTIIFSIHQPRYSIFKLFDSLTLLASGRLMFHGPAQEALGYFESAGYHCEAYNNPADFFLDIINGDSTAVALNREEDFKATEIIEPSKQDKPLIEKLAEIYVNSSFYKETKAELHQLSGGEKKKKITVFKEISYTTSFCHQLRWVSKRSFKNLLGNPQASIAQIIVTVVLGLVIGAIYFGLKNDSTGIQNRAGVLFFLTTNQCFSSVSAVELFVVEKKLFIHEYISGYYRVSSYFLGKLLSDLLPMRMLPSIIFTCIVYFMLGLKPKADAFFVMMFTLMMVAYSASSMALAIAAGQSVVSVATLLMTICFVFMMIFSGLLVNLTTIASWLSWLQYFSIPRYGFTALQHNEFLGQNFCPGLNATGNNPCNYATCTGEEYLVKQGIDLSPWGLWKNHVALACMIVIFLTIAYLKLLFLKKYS
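material = IgMXP3 (ABCG2) plus far-red-tagged CCRF-Adr (ABCB1) cells | amount = 3 million cells/mL, equal mix of both lines | also added = JC-1 transporter substrate | dosing = one concentration, 6.6 µM final | schedule = 10 min at 25 °C | measured by = flow cytometric JC-1 green MFI at 530 nm | read-out basis = percent efflux inhibition, scaled nicardipine 100% to DMSO 0%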
Rab7 wt modul – modulators of GTP binding to Rab7, primary screen, biochemical, wildtype, multiplex bead flow cytometry; Rab7 GTPase wild type (dog), Bodipy-FL-GTP binding; GST-Rab7 beads, fluorescent GTP binding; actives lie on both sides; untreated = 100%, excess cold GTP = 0%; GTP binding activity (percent of control), % at 10 µM; 190,000 tested, 0.055% active;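 active = fluorescent GTP binding to Rab7 beads changed by at least 20 points from the 100% baseline, either direction, mostly lower; inconclusive = compound itself probably fluorescent, or too few beads counted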;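 note: median green fluorescence of bound Bodipy-FL-GTP per Rab7 bead population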
Pf gamet viab – late stage P. falciparum gametocyte viability inhibitors, primary screen, ATP luminescence, HTS; P. falciparum stage V gametocytes, 24 h; inhibition, % at 10.9 µM; 150,000 tested, 0.065% active; AID 743093, 2013;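 active = inhibition above the mean plus 3 SD of compounds within the control limits, set per campaign, cut at about 38% in these data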;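 note: 0% = DMSO wells and 100% = medium only without gametocytes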
Rac1 wt modul – wildtype Rac1 GTP binding modulators, primary screen, biochemical, GST-Rac1 beads, flow cytometry, multiplex. Ras-related C3 botulinum toxin substrate 1 (Homo sapiens), P63000. fluorescent GTP binding; actives lie on both sides; 0 = cold GTP competed, 100 = untreated. GTP binding activity (% of control), % at 10 µM. 190,000 tested, 0.27% active. AID 757, 2007;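 active = GTP binding activity at least 20 points away from the 100% control level, either lower or higher; inconclusive = compound flagged as likely green fluorescent, judged across all proteins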
Rab2A wt mod – modulators of GTP binding to Rab2A wildtype, primary screen, biochemical, dog, bead-based flow cytometry, multiplex; Ras-related protein Rab-2A (Canis lupus familiaris), P61105; GST-Rab2 wt beads, Bodipy-GTP binding; GTP binding activity, % at 10 µM; 190,000 tested, 0.19% active; AID 760, 2007;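 active = GTP binding activity at least 20 points away from 100%, either lowered or raised; inconclusive = signal likely due to the compound's own green fluorescence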;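 note: 0% = beads with excess unlabeled GTP and 100% = no-compound control corrected for plate trend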
Avidin fluor – green autofluorescence of compounds with avidin beads – biophysical, 488/530 nm, flow cytometry, artefact control, profiling panel; compound fluorescence 488/530 nm; stronger effect = higher value; fluorescence (KMESF) at 10 µM; 220,000 tested, 0.38% active; AID 1775, 2009; in the data active = fluorescence above about 47; note: inactives centre near 10
Rac1 act GTP bind – GTP binding modulators of activated mutant Rac1, primary screen, biochemical, bead-based flow cytometry, multiplex, fluorescent GTP; percent activity (GTP binding), % at 10 µM; AID 764, 2007; 190,000 tested, 0.11% active; GST-Rac1 activated beads; actives lie on both sides; 100% means binding = to untreated wells;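 active = GTP binding at least 20 percentage points away from the 100% baseline, in either direction, so actives lie on both sides; inconclusive = Compound likely fluorescent itself, or too few beads counted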
ABCB1 block – ABCB1 efflux pump inhibitors, primary screen, cell-based, multiplex, flow cytometry, ABCG2 counter-screen; ATP-dependent translocase ABCB1 (Homo sapiens), P08183; CCRF-Adr cells, JC-1 efflux; inhibition, % at 6.6 µM; 190,000 tested, 0.067% active; in the data active = inhibition above about 40%;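 note: 0% = vehicle and 100% = reference inhibitor; higher value means more JC-1 retained so stronger ABCB1 efflux block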
HRas wt GTP bind – modulators of GTP binding to HRas wildtype, primary screen, biochemical, bead-based flow cytometry, multiplex. GTP binding activity, % at 10 µM. GST-Ras wt beads, Bodipy-FL-GTP binding; actives lie on both sides. 190,000 tested, 0.14% active. GTPase HRas (Homo sapiens), P01112. AID 759, 2007;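 active = GTP binding activity at least 20% away from the 100% baseline, either lowered as inhibitor or raised as activator; inconclusive = flagged as likely green fluorescent, judged across all proteins in the well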;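 note: 0% = unlabeled GTP competition control and 100% = no-compound control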
Target sequence (P01112 whole entry, looked up): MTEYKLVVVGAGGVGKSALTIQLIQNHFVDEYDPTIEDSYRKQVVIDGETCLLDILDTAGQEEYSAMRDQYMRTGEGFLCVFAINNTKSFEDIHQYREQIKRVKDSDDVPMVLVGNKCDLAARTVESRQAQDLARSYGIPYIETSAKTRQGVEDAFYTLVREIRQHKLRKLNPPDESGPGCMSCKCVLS
* marks the source's active call; other numbers are inactive results; ? = inconclusive; . = not tested or not shown.

SMILES | Cdc42 wt | GSH bead fluor | ABCG2 block | Rab7 wt modul | Pf gamet viab | Rac1 wt modul | Rab2A wt mod | Avidin fluor | Rac1 act GTP bind | ABCB1 block | HRas wt GTP bind
Cc1ccc(OCC(=O)Nc2cc(S(=O)(=O)N3CCCCC3)ccc2C)c([N+](=O)[O-])n1 | 100 | 9 | 2 | 90 | -16 | 103 | 98 | 13 | 99 | 1.1 | 97
O=C(CCNC(=O)c1ccccc1Cl)Nc1cc(C(F)(F)F)ccc1Cl | 99 | 10 | 36 | 99 | 23 | 101 | 96 | 5 | 97 | 0.9 | 99
CCSCCNC(=O)c1cncc(Br)c1 | 98 | 55 | 1 | 99 | . | 95 | 96 | 8 | 94 | 0.3 | 97
O=C(O)CN1C(=O)SC(Nc2ccc(Cl)cc2)C1=O (stereo not drawn) | 100 | 14 | -2 | 98 | . | 104 | 100 | 6 | 98 | -0.1 | 100
COc1cccc(C(=O)COc2cccc(NC(=O)c3ccco3)c2)c1 | ? | 12 | 1 | ? | -4 | ? | ? | 12 | ? | 0.3 | ?
c1ccc(N2CCN(Cc3ccsc3)CC2)nc1 | 105 | 14 | 0 | 107 | 0 | 106 | 108 | 15 | 101 | 0.2 | 106
O=C(NCc1cccnc1)c1ccc(-c2cc3ccccc3oc2=O)cc1 | 100 | 15 | 15 | 94 | 12 | 97 | 94 | 10 | 94 | 1.0 | 92
COc1ccc(C(=O)C2CCCN(C(=O)CCC3=NNC(=O)CC3)C2)c(C)c1 (stereo not drawn) | 103 | 12 | 9 | 97 | -14 | 100 | 102 | 16 | 98 | 0.5 | 101
CC(=O)CCc1oc2ccc(NC(C)=O)cc2c1-c1ccc(C)o1 | 94 | 33 | 8 | 95 | . | 94 | 95 | 12 | 91 | 0.9 | 97
CCOC(=O)C1=C(C)N(c2ccccc2)C(=O)C1CC(=O)O (stereo not drawn) | 103 | 11 | 2 | 101 | . | 103 | 101 | 22 | 100 | 0.8 | 104
Cc1ccc(NC(=S)N(C)Cc2cn(C)c3ccccc23)cc1 | 103 | 5 | 4 | 102 | 10 | 105 | 101 | 11 | 102 | 1.1 | 102
COc1ccc(-c2ccc(CCC(=O)O)o2)cc1 | 92 | 26 | 2 | 99 | 7 | 100 | 95 | 10 | 94 | 0.3 | 98
O=C(COC(=O)c1cccc2ccccc12)Nc1ncc(C(F)(F)F)cc1Cl | 100 | 43 | 0 | 100 | -19 | 102 | 99 | 3 | 97 | -0.1 | 101
CCC(=O)Oc1ccc(C(=O)Nc2ccccc2C(=O)NCC(C)C)cc1 | 94 | 16 | 22 | 95 | 8 | 98 | 93 | 28 | 93 | 0.1 | 94
COc1cccc(NC(=O)c2ccc(NC(=O)C(C)(C)C)cc2)c1 | 104 | 13 | 4 | 99 | 8 | 108 | 105 | 6 | 107 | . | 109
Cc1ccc(Nc2nc3ccccc3c(=O)s2)cc1C | 104 | 12 | -2 | 99 | 2 | 107 | 106 | 7 | 103 | . | 104
CCOc1ccc(NC(=O)C2CCCN(S(=O)(=O)c3cccc4nsnc34)C2)cc1 (stereo not drawn) | 102 | 64 | 2 | 101 | 3 | 104 | 101 | 6 | 100 | 1.3 | 100
COc1ccc(-c2noc(CCCC(=O)N3CCOCC3)n2)cc1 | 96 | 11 | 1 | 94 | -20 | 95 | 97 | 3 | 95 | 0.6 | 94
COc1ccc(/C=N/NC(=O)c2nc(-c3ccccc3)n(-c3ccccc3)n2)cc1 | 95 | 16 | 7 | 95 | 1 | 97 | 98 | 13 | 100 | 2.0 | 98
Cc1ccc2[nH]c(=O)c(CN(CCCN(C)C)C(=S)NCCc3ccccc3)cc2c1 | 98 | 16 | 2 | 105 | 18 | 99 | 100 | 9 | 97 | 0.8 | 101
COc1ccc(CNC(=O)COC(=O)CC2CC3CCC2C3)cc1OC (stereo not drawn) | 100 | 10 | 5 | 98 | 5 | 104 | 98 | 11 | 101 | 1.4 | 102
O=C(CCl)N=c1sccn1Cc1cccc2ccccc12 | 87 | 25 | 8 | 101 | -2 | 93 | 91 | 13 | 89 | 0.7 | 94
O=S(=O)(NCCCO)c1ccc2c(c1)Cc1cc(S(=O)(=O)NCCCO)ccc1-2 | 103 | 28 | -3 | 101 | . | 107 | 100 | 13 | 100 | -0.1 | 102
O=C(O)CCC(NS(=O)(=O)c1ccc(N2CCCC2=O)cc1)C(=O)O (stereo not drawn) | 103 | 23 | 16 | 100 | 2 | 108 | 100 | 15 | 102 | 1.3 | 101
Cc1occc1C(=O)NNC(=O)C(c1ccccc1)c1ccccc1 | 107 | 11 | 3 | 100 | . | 108 | 103 | 11 | 101 | 0.6 | 104
CN(C)C(=O)CSc1ncnc2scc(-c3ccccc3)c12 | 95 | 24 | 0 | 94 | -15 | 92 | 93 | 24 | 93 | 0.3 | 94
CCN(C(=O)COC(=O)c1ccccc1Nc1cccc(C)c1C)C1CCS(=O)(=O)C1 (stereo not drawn) | 100 | 49 | 4 | 104 | 2 | 103 | 100 | 22 | 98 | 1.5 | 102
CCCN(CC1CC1)c1nc(N)c2c(N)nc(OC)cc2c1C#N | 100 | 64 | 0 | 93 | 19 | 97 | 97 | 7 | 99 | 0.0 | 98
C/C(=N\NC(=O)c1c(Cl)cnn1C)c1cccc(NC(=O)C(C)C)c1 | 98 | 10 | 0 | 102 | 26 | 102 | 99 | 2 | 95 | 0.1 | 100
CCC(C)C(=O)Nc1cc(Cl)ccc1C(=O)O (stereo not drawn) | 84 | 13 | -3 | 96 | -7 | 89 | 87 | 11 | 84 | -0.6 | 89
CCc1cc2ccccc2nc1SCC(=O)Nc1cc(OC)c(OC)cc1C(=O)O | 97 | 15 | 2 | 100 | -1 | 99 | 96 | 3 | 98 | 0.4 | 97
CC(NS(=O)(=O)c1ccc(CCC(=O)N2CCN(C)CC2)cc1)c1ccccc1 (stereo not drawn) | 103 | 14 | 2 | 100 | . | 106 | 102 | 7 | 100 | 1.5 | 101
COc1ccc(S(=O)(=O)Nc2cc(Cl)ccc2OC)cc1 | 101 | 40 | 20 | 104 | . | 106 | 103 | 14 | 99 | 1.4 | 102
COc1cc(C2NC(=S)NC(c3ccccc3)=C2C(C)=O)cc(Cl)c1OCC(=O)O (stereo not drawn) | 99 | 5 | 3 | 97 | . | 106 | 100 | 12 | 104 | 0.5 | 99
N#Cc1cnn(-c2ncnc3sc4c(c23)CCCC4)c1N | 101 | 64 | 4 | 96 | -2 | 99 | 100 | 7 | 99 | 0.8 | 100
CC(OC(=O)CNC(=O)C12CC3CC(CC(C3)C1)C2)C(=O)Nc1ccc(S(N)(=O)=O)cc1 (stereo not drawn) | 101 | 13 | 3 | 98 | 28 | 101 | 100 | 10 | 97 | 0.1 | 100
Cc1ccc(C(=O)NNC(=O)c2cccc(S(=O)(=O)N3CCN(c4ccccc4)CC3)c2)cc1 | 101 | 7 | -1 | 100 | . | 103 | 102 | 2 | 96 | -0.1 | 101
Cc1cccc(C(=O)N2CCC(Cc3ccccc3)CC2)c1[N+](=O)[O-] | 98 | 9 | 4 | 99 | . | 100 | 97 | 16 | 97 | . | 99
CCOc1ccc(N(CC(=O)N2CC=C(c3ccccc3)CC2)S(=O)(=O)c2c(C)noc2C)cc1 | 98 | 20 | 1 | 101 | . | 104 | 99 | 7 | 98 | 0.7 | 100
CC(Oc1ccccc1Cl)c1nnc(N)s1 (stereo not drawn) | 95 | 31 | 0 | 97 | -14 | 96 | 95 | 4 | 94 | 0.1 | 94
C/C(=N\NC(=O)c1nc2ccccn2c1C)c1ccco1 | 99 | 17 | 7 | 103 | -1 | 101 | 99 | 12 | 96 | 0.4 | 99
CC(C)(C)c1ccc(/C=C2\SC(=O)N(CCNC(=O)c3cccc(S(=O)(=O)N4CCOCC4)c3)C2=O)cc1 | 101 | 17 | 9 | 103 | . | 105 | 99 | 12 | 101 | 4.2 | 101
CCCCCCCCn1c2c(c(=N)c3ccccc31)CCC2 | 101 | 16 | 0 | 100 | -4 | 104 | 99 | 13 | 101 | -0.1 | 98
CCCCCCOc1ccc(N2C(=O)CC(N3CCN(C(=O)c4ccco4)CC3)C2=O)cc1 (stereo not drawn) | 100 | 12 | 1 | 99 | . | 104 | 100 | 12 | 99 | 0.6 | 102
COC(=O)N/N=C(\C)c1ccc(C)c([N+](=O)[O-])c1 | 100 | 10 | 5 | 99 | . | 103 | 102 | 11 | 101 | 0.0 | 101
Cc1ccc(S(=O)(=O)NCCN(CCNS(=O)(=O)c2ccc(C)cc2)S(C)(=O)=O)cc1 | 102 | 6 | 0 | 94 | 14 | 101 | 98 | 8 | 100 | 0.1 | 99
COc1cc(/C=N\n2cnnc2)ccc1OCC(=O)Nc1ccc(C)cc1 | 101 | 12 | 0 | 99 | . | 101 | 100 | 6 | 100 | -0.1 | 102
C=CCOc1cccc(/C=N/NC(=O)CN(c2cc(Cl)ccc2OC)S(=O)(=O)c2ccc(C)c([N+](=O)[O-])c2)c1 | ? | 196* | 2 | ? | -4 | ? | ? | 34 | ? | 2.6 | ?
COC1=C(Nc2ccc(C)cc2)C(=O)c2ccccc2C1=O | 93 | 6 | 3 | 100 | -3 | 100 | 97 | 2 | 94 | 0.9 | 98
CCOC(=O)C(C(=O)Nc1cccc(C)c1)C1CCCCC1 (stereo not drawn) | 107 | 11 | 1 | 105 | . | 108 | 106 | 21 | 96 | 0.2 | 105
